Bioassay records from PubChem BioAssay.
CRFBP-R2 agonist: agonists of human CRF-binding protein/CRF-R2 receptor complex | HEK293 CRF-R2/CRF-BP, calcium dye fluorescence (FLIPR); percent of saturating CRF peptide response | activation, % at 13.2 µM | 350,000 compounds, 0.46% hits;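 active = activation of at least 50%, plus an integration ratio under a set limit after plate pattern correction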;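 note: plate controls were neutral control wells without compound for no effect and CRF at EC100 for full effect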
MEKK3 PB1 HTS: MEKK3-MEK5 PB1 interaction, increase or decrease; Q99759; 290,000 compounds, 1.4% hits; binding response (% of control), % at 10 µM; bead-based flow cytometry, Alexa488-MEK5 binding to MEKK3; actives lie on both sides; 0 = blocked by unlabeled MEK5, 100 = vehicle;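 active = binding response more than 3 SD above or below the average of its plate-row segment, actives on both sides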;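 note: Alexa488 bead fluorescence after subtracting the streptavidin-only scavenger bead signal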
Target sequence (Q99759 whole entry, looked up): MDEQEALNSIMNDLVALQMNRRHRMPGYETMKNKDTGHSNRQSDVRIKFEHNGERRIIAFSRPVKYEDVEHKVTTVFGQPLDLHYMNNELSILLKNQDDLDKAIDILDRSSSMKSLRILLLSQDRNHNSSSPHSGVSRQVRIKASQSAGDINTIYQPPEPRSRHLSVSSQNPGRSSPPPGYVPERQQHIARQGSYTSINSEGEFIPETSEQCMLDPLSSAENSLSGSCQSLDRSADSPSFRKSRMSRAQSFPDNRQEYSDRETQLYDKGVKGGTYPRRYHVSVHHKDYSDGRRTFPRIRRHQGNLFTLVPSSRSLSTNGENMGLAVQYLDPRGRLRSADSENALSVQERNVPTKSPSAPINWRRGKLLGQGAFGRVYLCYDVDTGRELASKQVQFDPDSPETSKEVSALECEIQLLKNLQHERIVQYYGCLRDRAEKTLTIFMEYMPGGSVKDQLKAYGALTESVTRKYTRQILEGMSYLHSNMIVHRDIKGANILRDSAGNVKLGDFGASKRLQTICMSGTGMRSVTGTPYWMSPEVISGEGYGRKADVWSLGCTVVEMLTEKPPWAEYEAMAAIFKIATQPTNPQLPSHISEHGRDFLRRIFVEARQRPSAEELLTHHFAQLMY
MEKK2mut PB1 HTS: signal of MEK5 binding to mutant human MEKK2 PB1 domain; bead flow cytometry, Alexa488-MEK5 binding to MEKK2 mutant; percent response, % at 10 µM; 290,000 compounds, 0.35% hits; AID 1530; in the data active = percent response above about 24%, passing the limit was not always enough; note: inactives centre near 1; some results filed as inactive read as strong as hits; reference of the scale not given here
UBC9 SUMO inh: SUMOylation inhibition. P63279. 290,000 compounds, 0.36% hits. HTRF SUMOylation assay, SAE1/SAE2 + UBC9, in vitro. inhibition, % at 35 µM; in the data active = inhibition above about 50%, passing the limit was not always enough; note: strong numbers were not always called active
Target sequence (P63279 whole entry, looked up): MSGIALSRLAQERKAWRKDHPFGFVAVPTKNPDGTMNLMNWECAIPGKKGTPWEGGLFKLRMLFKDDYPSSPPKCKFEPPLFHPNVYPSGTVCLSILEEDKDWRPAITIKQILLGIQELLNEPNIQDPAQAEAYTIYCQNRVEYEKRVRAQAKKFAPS
MEKK2wt PB1 HTS: raises or lowers MEK5 binding to wildtype human MEKK2 PB1 domain | Q9Y2U5 | bead flow cytometry, Alexa488-MEK5 binding to MEKK2 WT; actives lie on both sides | binding response (% of control), % at 10 µM | 290,000 compounds, 1.1% hits | AID 1531; in the data active = binding response below about 67% or above about 130%
NS3 helicase inh: inhibitors of Hepatitis C virus NS3 helicase; inhibition, % at 10.9 µM; 290,000 compounds, 0.56% hits; AID 1800; NS3 helicase DNA unwinding, Cy5 molecular beacon fluorescence;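 active = inhibition above the mean of all tested compounds plus 3 SD, set per campaign, cut at about 35% in these data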;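 note: 0% = DMSO wells and 100% = thioflavine S control wells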
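Test system: hepatitis C virus NS3 helicase domain fragment enzyme. Also added: annealed dual-labelled DNA beacon duplex, ATP-started. Timing: 60 min unwinding reaction at 25 °C after ATP addition. Technique: Cy5 fluorescence. Measure: % inhibition of unwinding.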
CRFBP-R2 block: blocks CRF-induced signaling of the CRF-BP/CRF-R2 complex. inhibition, % at 11.8 µM. HEK293 CRF-R2/CRF-BP, CRF-induced calcium fluorescence. AID 588475. 350,000 compounds, 0.59% hits;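 active = inhibition of the ligand-induced calcium signal above about 50% at the single tested concentration, limit read from the data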
GalR3 antagonist: antagonists of human GalR3 | 360,000 compounds, 0.44% hits | O60755 | inhibition, % at 3 µM | HEK293 GalR3-CNG cAMP membrane potential fluorescence; galR3 body fused to GalR1 C-terminus | AID 651719;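 active = inhibition above the screen-wide average plus 3 SD, cut at about 13% in these data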;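 note: forskolin and galanin both at EC90 stimulate the cells; cAMP rise reported by CNG channel membrane potential dye signal; 0% = forskolin plus galanin with DMSO and 100% = forskolin alone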
Target sequence (O60755 1-299 limits assumed): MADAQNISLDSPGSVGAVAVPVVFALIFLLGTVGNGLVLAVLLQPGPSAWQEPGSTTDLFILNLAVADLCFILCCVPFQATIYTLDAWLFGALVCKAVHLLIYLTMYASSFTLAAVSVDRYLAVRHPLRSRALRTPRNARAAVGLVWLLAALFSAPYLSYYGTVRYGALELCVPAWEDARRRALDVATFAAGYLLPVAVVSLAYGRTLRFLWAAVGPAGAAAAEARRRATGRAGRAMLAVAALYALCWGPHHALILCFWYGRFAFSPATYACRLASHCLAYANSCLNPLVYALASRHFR
FID counter: displaces DNA intercalator in HCV helicase counter-screen | DNA fluorescent intercalator displacement, fluorescence | inhibition, % at 7.9 µM | 290,000 compounds, 0.17% hits; in the data active = inhibition above about 37%;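 note: 0% = vehicle and 100% = reference compound; higher means more ethidium bromide displaced from hairpin DNA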
Starred values were filed as active, the others as inactive; . = no result given; [ ] = remark or other dose.

SMILES	CRFBP-R2 agonist	MEKK3 PB1 HTS	MEKK2mut PB1 HTS	UBC9 SUMO inh	MEKK2wt PB1 HTS	NS3 helicase inh	CRFBP-R2 block	GalR3 antagonist	FID counter
C#CCOCCOCCOCCNc1nc(N2CCN(C(=O)[C@H](Cc3cc4ccccc4[nH]3)n3cc([C@@H](N)C(C)CC)nn3)CC2)nc(N2CCN(C(=O)[C@H](Cc3cc4ccccc4[nH]3)n3cc([C@@H](N)Cc4ccc(O)cc4)nn3)CC2)n1 (some centres undefined)	.	111	162*	-31	313*	-43	.	.	41*
Cc1c(C(=O)N(CCc2ccccc2)Cc2ccccc2)cccc1[N+](=O)[O-]	1.0	100	5	-10	104	-10	-9	-3	-30
CC1Oc2ccccc2N(CC(=O)c2cccc(Cl)c2)C1=O (centres undefined)	-4.9	100	-3	-11	101	-3	23	-6	-16
Cn1c(Cl)c(/C=N/OC(=O)C(C)(C)C)c2ccccc21	0.6	98	-8	10	96	1	0	1	-8
CCN1C(=NCCOC)N[C@@H](CCc2ccccc2)[C@H](C(=O)OC)[C@H]1C	-0.6	96	4	-8	99	5	9	-5	-1
CCCCN1C(=O)/C(=C/C=C2/C=Cc3ccccc3N2CC)SC1=S	-0.5	95	-10	8	80	-2	20	-2	-2
CC1(C)N=C(SCC(=O)Nc2ccc(Cl)cc2Cl)C(c2ccccc2)=N1	3.6	112	5	-4	118	-10	-16	-2	-25
COc1ccc(-c2noc(CSc3nnc(Cc4ccccc4)n3-c3cccc(C)c3)n2)cc1OC	-0.7	102	0	12	100	-14	9	-6	-45
Oc1ccc(Nc2nc(NCC3CCCO3)c3ccccc3n2)cc1 (centres undefined)	1.0	100	15	14	128	-11	22	-4	9
CCCC(=O)c1ccc(N2CCCCC2)c(F)c1	-0.2	108	7	8	105	8	3	-4	-3
CN1CCc2c(sc(NC(=O)c3ccc(S(=O)(=O)N4CCc5ccccc54)cc3)c2C(N)=O)C1	.	103	4	-38	119	-72	.	-4	14
COc1ccc(OCC(=O)NC(=S)Nc2ccc(S(=O)(=O)Nc3cc(OC)nc(OC)n3)cc2)cc1	-2.0	99	-1	7	100	-3	9	-3	-6
COc1ccc(CCNC(=O)CN(c2cc([N+](=O)[O-])ccc2OC)S(C)(=O)=O)cc1OC	-2.2	88	-11	-1	90	5	10	-4	-1
O=C(/C=C/c1ccco1)N1CCc2ccccc21	0.3	97	-3	21	91	10	8	-4	-10
CCCc1cc(=O)oc2cc(C)cc(OCC(=O)Nc3ccc(CN4CCOCC4)cc3)c12	2.9	103	2	18	110	-32	-9	0	15
COc1cc(/C=N/NS(=O)(=O)c2ccccc2)ccc1OS(=O)(=O)c1ccc(C)cc1	0.4	122	-1	9	98	8	-23	-6	-2
CSc1ncccc1C(=O)Nc1nc2ccc(F)cc2s1	1.0	102	1	2	100	-7	-14	2	-4
Nc1nnc(SCc2cc3c(cc2Cl)OCO3)s1	-3.5	105	4	2	107	-1	59*	-3	-3
COc1cc(/C=C(/C#N)C(=O)Nc2ccc(C)cc2)ccc1Oc1nc(Cl)ncc1F	-0.6	81	-1	14	96	-9	-38	-1	1
CC(CN1CCOCC1)OC(=O)COc1ccc(F)cc1 (centres undefined)	0.4	99	1	-15	99	-2	-15	-6	3
C/C(=N\NC(=O)c1sccc1-n1cccc1)c1cccs1	-1.8	100	-5	-13	94	-3	-20	-7	-2
C/C(CC(=O)NCc1ccc(Cl)cc1)=N\NC(=O)Cc1ccccc1	2.7	98	-2	-16	96	-15	-5	-3	-6
Cc1cc2c(cc1C)/C(=N/NC(=O)c1ccccn1)CCC2	0.2	99	-3	21	99	2	14	0	-5
CCOc1ccc2[nH]c(=O)c(CN(CCN3CCCC3)C(=S)Nc3ccccc3OC)cc2c1	-0.1	125	1	6	116	-16	-16	-4	4
COc1ccccc1N(C)S(=O)(=O)c1ccc(C(=O)NC2=NCCS2)cc1	-2.0	96	1	20	98	2	-5	-3	-3
CCn1cc(S(=O)(=O)CC(=O)Nc2ccc(OC)cc2)c2ccccc21	-4.2	103	0	8	103	8	-4	3	-3
CCOC(=O)c1ccc(CSc2n[nH]c(C)n2)o1	-1.7	101	-2	-1	100	0	25	-7	-5
O=C(NCc1ccc2c(c1)OCO2)C(=S)N1CCOCC1	-0.4	71	-7	-9	72	-8	1	0	-2
C#CCN1C(=O)C(O)(CC(=O)c2ccc(OC)c(OC)c2)c2ccccc21 (centres undefined)	-1.3	97	-5	32	94	-3	-1	-4	-3
CCOC(=O)C1CCCN(c2c(N3CCN(C)CC3)c(=O)c2=O)C1 (centres undefined)	5.5	99	-4	22	101	-5	-15	-1	-2
Cc1onc(-c2ccccc2Cl)c1C(=O)Oc1cc(N)n(S(=O)(=O)c2ccc(F)cc2)n1	3.1	103	-2	-4	97	-10	-6	-3	-4
O=[N+]([O-])c1ccc(C(=S)N2CCC(Cc3ccccc3)CC2)cc1	-1.2	107	20	-4	112	0	40	-5	-1
O=C(NCCn1cccn1)C1CCC(=O)N(CCc2cccc(F)c2)C1 (centres undefined)	0.0	98	-4	7	96	-4	11	-1	-3
CCc1c(O)nc(SCC(=O)Nc2nc3ccccc3s2)n(C2CCCCC2)c1=O	-1.6	107	9	-12	100	7	-1	-2	-27
CNC(=O)c1ccc(Nc2nnc(C)c3ccccc23)cc1	-1.1	112	3	11	103	1	3	-4	-5
Cc1ccc(S(=O)(=O)N2CCN(c3ccnc4cc(Cl)ccc34)CC2)cc1C	13	105	4	-15	102	-15	32	-2	-13
O=C(Oc1ccccc1)c1c(Cl)cccc1P(=O)(O)O	-0.1	103	4	27	101	-7	16	-3	11
COc1ccc(-c2nnn(CC(=O)N(CCCO)C(C(=O)NC3CCCC3)c3ccc(F)cc3)n2)cc1 (centres undefined)	0.2	100	-7	-2	95	-10	-1	0	-25
O=C(O)CCC(=O)c1cccc2ccccc12	-0.3	107	6	0	112	-2	8	-3	-6
N#Cc1cccc(NC(=O)CNC(=O)Cc2ccccc2)c1	-0.2	103	2	19	99	5	8	-7	-4

An excerpt of these results, with two lines to a compound.
The line under a structure holds: CRFBP-R2 agonist | MEKK3 PB1 HTS | MEKK2mut PB1 HTS | UBC9 SUMO inh | MEKK2wt PB1 HTS | NS3 helicase inh | CRFBP-R2 block | GalR3 antagonist | FID counter
COc1ccc(-c2nnn(CC(=O)N(CCCO)C(C(=O)NC3CCCC3)c3ccc(F)cc3)n2)cc1 (centres undefined)
  0.2 | 100 | -7 | -2 | 95 | -10 | -1 | 0 | -25
O=C(NCCn1cccn1)C1CCC(=O)N(CCc2cccc(F)c2)C1 (centres undefined)
  0.0 | 98 | -4 | 7 | 96 | -4 | 11 | -1 | -3
Cc1onc(-c2ccccc2Cl)c1C(=O)Oc1cc(N)n(S(=O)(=O)c2ccc(F)cc2)n1
  3.1 | 103 | -2 | -4 | 97 | -10 | -6 | -3 | -4
O=[N+]([O-])c1ccc(C(=S)N2CCC(Cc3ccccc3)CC2)cc1
  -1.2 | 107 | 20 | -4 | 112 | 0 | 40 | -5 | -1

Other records:
SMILES	CRFBP-R2 agonist	MEKK3 PB1 HTS	MEKK2mut PB1 HTS	UBC9 SUMO inh	MEKK2wt PB1 HTS	NS3 helicase inh	CRFBP-R2 block	GalR3 antagonist	FID counter
CCOC(=O)/C=C/C(=O)Nc1ccc(S(=O)(=O)N2CCc3ccccc32)cc1	0.9	110	12	14	112	-10	3	-11	-14
O=C(C1CCC(CNc2c(N3CCCCC3)c(=O)c2=O)CC1)N1CCCC1 (centres undefined)	2.2	99	-4	-11	94	-11	0	-2	-4
Cc1ccc(NCN2C(=O)C(=O)c3ccccc32)nc1	1.2	92	-2	0	97	12	-27	-11	-6
c1ccc(-c2nc(NCCCN3CCOCC3)c3ccccc3n2)cc1	-1.0	106	5	-10	115	31	16	-4	55*
Cc1[nH]n(-c2ccc([N+](=O)[O-])cc2)c(=O)c1C=NCCc1ccc(S(N)(=O)=O)cc1	3.5	100	-2	30	98	-17	27	1	-6
COC(=O)c1cnc(NNC(=O)c2ccc([N+](=O)[O-])cc2)nc1C(F)(F)F	-1.9	106	0	-1	100	-4	5	8	-1
Cc1ccc(N(Cc2ccc(C(=O)Nc3c(C)n(C)n(-c4ccccc4)c3=O)cc2)S(C)(=O)=O)cc1C	2.7	100	-2	-14	99	21	18	-2	-30
CCOc1ccccc1OCCOCCN1CC(C)OC(C)C1 (centres undefined)	3.5	98	0	-1	107	6	-21	7	5
Cc1c(C(=O)N/N=C/c2c(O)ccc3ccccc23)nnn1-c1nonc1N	5.7	95	-3	9	94	13	-9	-6	2
C=CCOn1c(=O)c(-c2ccc(Br)cc2)[n+]([O-])c2ccccc21	-0.5	100	9	2	102	14	-3	-11	-10
CC(=O)c1ccc(NC(=O)C2(S(=O)(=O)c3ccccc3)CC2)cc1	-2.6	88	-2	8	100	-7	-16	1	1
CC1CCCN(c2ncnc3c2cnn3-c2ccc(Cl)cc2)C1 (centres undefined)	0.5	96	5	-21	95	.	-15	2	.
CN(Cc1ccco1)S(=O)(=O)c1ccc(CN2C(=O)c3cccnc3C2=O)s1	-1.8	96	-3	-2	99	-1	-3	3	-9
CN(Cc1ccccc1)S(=O)(=O)c1ccc2c(c1)CCC(=O)N2	0.1	104	1	-1	103	-23	10	-8	-16
Cc1ccc(C(=O)N[C@H](C(=O)OCC(=O)Nc2cccc(S(N)(=O)=O)c2)C(C)C)cc1	0.2	94	-13	11	96	3	-16	-6	-24
Cc1ccc(S(=O)(=O)Nc2cc(-c3ccccc3)nn2C)cc1Cl	0.5	61	-17	10	66	26	9	-2	-28
Cn1cc(CN2CCC(C(O)c3cccs3)CC2)c(-c2cccc(Cl)c2)n1 (centres undefined)	0.8	103	-5	-6	102	-4	-6	-5	13
CC1(C)CC(=O)C=C(NCC2CCCO2)C1 (centres undefined)	-1.0	92	-5	28	88	10	-9	-3	-3
COC(=O)c1cc(S(=O)(=O)N2CCC(C)CC2)ccc1F	1.3	106	8	23	104	4	-6	-6	-10
CCOC(=O)C1CCCN(S(=O)(=O)Cc2ccccc2Cl)C1 (centres undefined)	-0.7	94	-3	-14	99	13	-3	-11	-18
COc1cc(NC(=O)CN(c2ccc(C)cc2)S(=O)(=O)c2c(C)noc2C)cc(OC)c1	6.4	99	-1	-2	99	-31	-3	-8	-21
Cn1c(C(O)c2ccc(Br)cc2)nc(Cl)c1Cl (centres undefined)	0.5	99	1	4	95	-21	20	2	-9
c1ccc(-c2cc(-c3nnc4n3N=C(c3ccc5ccccc5c3)CS4)[nH]n2)cc1	5.0	107	-1	3	71*[inhibitor]	-29	2	1	-14
O=C(O)c1c[nH]c2ccc(S(=O)(=O)N3CCOCC3)cc12	-0.3	91	-6	12	98	5	4	1	-3
COc1ccc(-c2nnc3ccc(SCC(=O)NCC4CCCO4)nn23)cc1 (centres undefined)	0.9	101	3	17	103	18	25	.	-20
NC(=O)C1CCN(CC(O)COc2ccc(-c3ccccc3)cc2)CC1 (centres undefined)	-0.9	100	2	5	111	-2	11	-10	14
O=C(O)Cc1ccc(Nc2cnn(C34CC5CC(CC(CC(=O)O)(C5)C3)C4)c(=O)c2Cl)cc1	-0.2	107	3	7	104	-8	8	-3	-22
COc1ccc(-c2csc(NC(=O)CSc3nnc(Nc4ccccc4C)s3)n2)cc1	1.5	92	-11	15	91	15	-16	-1	-5
COc1ccc(C2C(C#N)=C(N)Oc3cccc(O)c32)cc1 (centres undefined)	11	102	0	13	102	-2	-3	-4	-2

A portion of the library. The share of hits here may be higher or lower than overall.
